Source: PubChem
pAkt inh = Akt phosphorylation inhibition. activity change, % for hits at 50 µM. Neuro2A IGF-stimulated pAkt S473 HTRF, 20 min; stronger effect = lower value. actives 0.32% (n = 360,000). AID 651550; in the data active = activity change below about -80%; inconclusive = mostly about -51% to -80%; also: % is scaled to controls: 0 for no effect and ±100 for the full control effect
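Single-point screen (50 µM final compound) in Neuro2A cells stimulated 20 min with 6 nM IGF at 37 deg C. After lysis, Ser473-phosphorylated Akt read by HTRF (ex 330 nm, em 615/665 nm) as the 665/615 ratio.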
FUS suppressor = suppressors of FUS proteinopathy in yeast; S. cerevisiae FUS-expressing, growth rescue, OD600, 24 h; Potency, µM (titrated, usually from 76.6 µM), without a hit: at the top dose growth rescue (activation), usual class: activators; actives 0.24% (n = 390,000);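 also: potency is read from the fitted curve at half-maximal effect; plate controls were DMSO vehicle for no effect and reference control for full effect; nearly all actives have a fitted effect of over 55% in size; some results filed as inactive show a strong effect at the top dose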
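Absorbance at 600 nm, taken 24hr after compound addition, measured rescue of FUS-yeast growth at 30C. Induction used 2% galactose with seeding at OD 0.005. Controls: CP55940 from 92uM final, DMSO only.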
DRD3 antagonist = D3 dopamine receptor (human) antagonism | P35462 | D3R cells, DiscoveRx beta-arrestin luminescence, antagonist mode; stronger effect = lower value | max response, negative = inhibition, % | actives 2.5% (n = 360,000) | AID 652054; in the data active = max response below about -50%; inconclusive = no clear call, values can overlap the other calls; also: % is scaled to controls: 0 for no effect and ±100 for the full control effect; mostly tested at two doses, the higher about 12 µM
Target sequence (P35462 whole entry, looked up): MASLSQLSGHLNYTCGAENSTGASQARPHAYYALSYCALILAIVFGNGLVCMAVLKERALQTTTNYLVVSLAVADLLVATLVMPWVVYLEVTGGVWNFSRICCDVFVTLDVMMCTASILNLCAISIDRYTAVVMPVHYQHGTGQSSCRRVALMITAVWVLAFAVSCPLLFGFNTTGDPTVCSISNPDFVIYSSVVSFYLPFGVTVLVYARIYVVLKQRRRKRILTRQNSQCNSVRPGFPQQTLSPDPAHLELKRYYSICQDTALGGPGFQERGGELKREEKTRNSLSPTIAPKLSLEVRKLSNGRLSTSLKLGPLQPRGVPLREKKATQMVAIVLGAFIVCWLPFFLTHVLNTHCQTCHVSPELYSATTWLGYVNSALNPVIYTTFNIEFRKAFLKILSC
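Cells expressing the human receptor were seeded at 1500 cells/well, incubated overnight at 37 degrees C in 5% CO2, then exposed to library compounds with dopamine controls for 90 minutes at 37 degrees C before luminescent detection.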
PTHR1 agonist = PTHR1 (human) receptor agonism. actives 0.075% (n = 410,000). Q03431. HEK293 GP2 PTHR1 cells, GloSensor cAMP luminescence, 1 h. Potency, µM (series often up to 115 µM), for the others: at the top dose activation, usual class: activators; also: potency is read from the fitted curve at half-maximal effect; nearly all actives have a fitted effect of over 55% in size; some results filed as inactive show a strong effect at the top dose; inactives centre near -15; many of its hits are not listed in these tables
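HEK-293-derived GP2 cells expressing PTHR1 and a GloSensor cAMP reporter, 3,000/well, plated overnight, given luciferin plus IBMX (each 0.5 mM as added) for 1 h at 37 °C, then compound for 1 h at 37 °C. Luminescence was read after 15 min at room temperature.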
Abeta yeast res = restores growth of yeast expressing A-beta42 peptide; yeast expressing A-beta42, growth rescue, OD600, 48 h; response scale: 0% DMSO, 100% iron-clioquinol control; Potency, µM (doses to about 46.1 µM), for inactives: top-dose growth rescue, hits mostly activators; actives 0.063% (n = 410,000); also: potency is read from the fitted curve at half-maximal effect; nearly all actives have a fitted effect of over 55% in size
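Yeast A-beta toxicity model in growth medium with pinned compounds, 48 h at 30 C; growth read as absorbance at 600 nm. Normalized to FeCl3/clioquinol equimolar mix (positive) and DMSO (negative).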
GLP1R ag = GLP-1 receptor (human) agonism; P43220; HEK293 GLP-1R CRE-luciferase, luminescence, 4-6 h; cells express a hypersensitive GLP-1R form; Potency, µM (series often up to 45.6 µM), for the others: top-dose activation, most hits filed as activators; actives 0.007% (n = 380,000); also: potency is read from the fitted curve at half-maximal effect; % of control where 0% means no effect
Target sequence (P43220 whole entry, looked up): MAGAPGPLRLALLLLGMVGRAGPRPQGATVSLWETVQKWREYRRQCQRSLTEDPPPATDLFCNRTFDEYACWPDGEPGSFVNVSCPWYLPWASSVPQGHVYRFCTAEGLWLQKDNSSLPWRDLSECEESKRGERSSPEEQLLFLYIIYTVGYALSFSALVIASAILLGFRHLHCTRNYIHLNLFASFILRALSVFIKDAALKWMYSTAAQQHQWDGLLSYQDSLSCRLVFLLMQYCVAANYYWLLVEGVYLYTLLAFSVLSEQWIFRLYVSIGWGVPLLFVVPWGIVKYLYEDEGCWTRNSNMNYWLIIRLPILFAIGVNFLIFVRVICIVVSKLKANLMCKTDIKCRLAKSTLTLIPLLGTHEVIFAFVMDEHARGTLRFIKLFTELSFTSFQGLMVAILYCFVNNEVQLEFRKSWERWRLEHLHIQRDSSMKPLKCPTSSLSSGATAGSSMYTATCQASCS
TDP-43 yeast inh = inhibitors of TDP-43 toxicity in yeast; TDP-43 expressing yeast growth rescue, BacTiter-Glo, 24 h; Potency, µM (titrated, usually from 46.1 µM), without a hit: at the highest dose growth rescue (activation), most hits filed as activators; actives 1.8% (n = 410,000); AID 652104; also: potency is read from the fitted curve at half-maximal effect; % of control where 0% means no effect; nearly all actives have a fitted effect of over 50% in size
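In this qHTS, compounds that restore growth of yeast expressing TDP-43 appear as activators. Cells (OD600=0.02, galactose medium, raffinose-pregrown) are incubated with compound 24 hr at 30 deg C and growth is quantified by BacTiter-Glo.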
aSyn yeast inh = alpha-synuclein toxicity inhibition in yeast; actives 0.14% (n = 370,000); Potency, µM (titrated, usually from 46.1 µM), inactives show top-dose growth rescue (activation), usual class: activators; Yeast expressing alpha-synuclein, growth rescue, BacTiter-Glo, 24 h; also: potency is read from the fitted curve at half-maximal effect; % of control where 0% means no effect; nearly all actives have a fitted effect of over 65% in size
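Screening used galactose-induced yeast with toxic alpha-synuclein levels, exposed to compound for 24 hr at 30 deg C. Cell growth, read with BacTiter-Glo luminescence, gave the measured signal.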
GLP1R inv ag = GLP-1 receptor (human) inverse agonism | HEK293 GLP-1R CRE-luciferase, luminescence, 24 h; GLP-1R form is constitutively active | Potency, µM (doses to about 38.3 µM), for the others: at the top dose activity change, negative = inhibition, most hits filed as inhibitors | actives 1.6% (n = 410,000); also: potency is read from the fitted curve at half-maximal effect; % is scaled to controls: 0 for no effect and ±100 for the full control effect; nearly all actives have a fitted effect of over 55% in size
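Seeding at 200 cells/uL, 12 h culture, 24 hr compound treatment, then luciferase reagent and a luminescence read; cells are HEK293 stably expressing a constitutively active GLP-1R plus cAMP-responsive luciferase.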
Numbers without * were called inactive; i = inactive; ? = inconclusive; / = not tested or not shown; [ ] = another dose, or the depositor's remark. Unless noted, calls follow the shape of the dose curve; as a rule, active = well fitted curve in the direction sought with a large enough effect; inconclusive = small, poorly fitted or top-dose-only effect, or another doubt; inactive = no such curve, though single readings can be large; an effect the other way counts as inactive or inconclusive.

SMILES | pAkt inh | FUS suppressor | DRD3 antagonist | PTHR1 agonist | Abeta yeast res | GLP1R ag | TDP-43 yeast inh | aSyn yeast inh | GLP1R inv ag
CCN1CCN(C(=O)Cn2nc(C)n3c(cc4c(OC)cccc43)c2=O)CC1 | i | 15% | -9 | i | / | -3% | 15% | -2% | ?
COc1nc(Oc2ccc(/C=N/O)cc2)nc(N(C)C)n1 | i | -7% | 10 | i | 3% | 30% | 14% | 0% | 0%
O=C(NCC(=O)N(Cc1ccco1)C(C(=O)NC1CCCCC1)c1cccnc1)c1cccs1 (configuration not stated) | i | 11% | 2 | i | 10% | 1% | -6% | -4% | 1%
O=C1CC(=O)N2CCSC2=N1 | i | 15% | -8 | i | 0% | 4% | -19% | -3% | -28%
COc1cc(C)c(COc2ncnc3ccccc23)cc1OC | i | 8% | 7 | -12% | 8% | 17% | -2% | 0% | 19%
Nc1ncnc2c1ncn2[C@@H]1O[C@H](C(=O)N[C@@H](CO)c2ccccc2)[C@@H](O)[C@H]1O | i | 17% | 1 | 11% | -11% | -1% | 9% | 0% | 22%
O=C(COC(=O)c1c(Cl)cccc1Cl)NCc1cccs1 | i | / | 11 | -4% | -7% | 2% | ? | 5% | 1%
COc1ccc(C(C)=O)cc1COC(=O)CNC(=O)c1ccc(F)cc1 | i | / | 1 | i | -5% | 0% | 0% | 8% | 6%
CCC(CC)c1nc(C#N)c(NCc2ccccc2)o1 | i | 1% | 2 | -3% | -18% | 3% | 18% | 10% | ?
COc1ccccc1Cn1c(=S)[nH]c2cc(C(=O)NCC(OC)OC)ccc2c1=O | i | 14% | -1 | -23% | 12% | 1% | -2% | 3% | 4%
CCC(=O)Nc1cc(-c2cccc(C)c2)nn1-c1ccccc1 | / | 6% | / | i | -9% | / | 13% | / | 0%
Cc1cc(Cl)nc(-c2ccccc2O)n1 | i | -11% | -12 | -31%[inhibitor] | -23% | -2% | 5% | 1% | 6%
CCC(CC)C(=O)N(C)c1c(C)nc2c(OCc3cc(Cl)cc(Cl)c3)cccn12 | i | 22% | ? | i | 13% | 10% | 0% | ? | 11µM*
C/C(=N\NC(=O)c1c(Cl)cnn1C)c1cccnc1 | i | 4% | 5 | i | 4% | 7% | 14% | -2% | 3%
O=C(c1ccc2c(c1)N(Cc1cccc(F)c1)C(=O)c1ccccc1S2)N1CCOCC1 | / | 5% | / | -10% | 1% | / | 19% | / | -4%
N=C(c1cccc([N+](=O)[O-])c1)N1CCCCC1 | i | 3% | -11 | -28% | -8% | 4% | -23%[9.22 µM] | 1% | 14%
CCN1CCN(c2ccc(N3CCN(S(=O)(=O)c4cccc([N+](=O)[O-])c4)CC3)nn2)CC1 | i | -19% | -6 | -11% | 3% | -2% | 12% | 5% | ?
CC(=O)Nc1cc(-c2ccccc2N(C)C)cn2c(-c3cccc(C(F)(F)F)c3)cnc12 | i | 32µM* | 5 | i | 3% | 2% | 25µM* | ? | ?
O=C(c1ccc(C(F)(F)F)cc1)C1CCCN(C(=O)CN2CCCC2=O)C1 (configuration not stated) | i | 2% | 16 | -2% | -11% | 9% | 11% | 9% | 14%
CCn1ccc2cc(S(=O)(=O)N3CCCN(C(=O)NCCOC)CC3)ccc21 | / | -14% | / | i | -3% | -1% | 4% | ? | 6%
Cn1c(=O)c(-c2ccccc2)nc2ccccc21 | i | 4% | 1 | -1%[57.5 µM] | -4% | 0% | 6% | 4% | 10%
O[C@@H](CNC[C@H](O)c1ccccc1)c1ccccc1 | i | -22% | -5 | i | 20% | 16% | 3% | 1% | 0%
Cc1cc(OCC(=O)N(C)C2CCCCC2)ccc1Cl | i | 18% | 0 | -48%[inhibitor] | 29% | 6% | ? | 8% | ?
COc1ccc(OCC(=O)N(Cc2ccco2)C2CCS(=O)(=O)C2)cc1 (configuration not stated) | i | 12% | -9 | -20% | -13% | 12% | -17% | 1% | -14%
CC(C)CC(N)c1csc(Nc2ccc(C(=O)N(C)Cc3ccccc3)cn2)n1 (configuration not stated) | i | 27% | 0 | 6% | -3% | -2% | -12% | -5% | ?

Next part:
SMILES | pAkt inh | FUS suppressor | DRD3 antagonist | PTHR1 agonist | Abeta yeast res | GLP1R ag | TDP-43 yeast inh | aSyn yeast inh | GLP1R inv ag
COc1ccc(C)cc1-n1nnnc1SCC(=O)NC1CCS(=O)(=O)C1 (configuration not stated) | i | -12% | 1 | -21% | -1% | 7% | 9% | 14% | 7%
Cc1ccc(C(=O)N2CCN(c3ccc(NC(=O)COc4ccccc4C)cc3)CC2)cc1 | i | 28% | 43 | -31%[inhibitor] | 0% | 1% | ? | -14% | ?
COc1ccccc1CC(=O)N1CCCc2ccccc21 | / | -8% | -15 | i | 28% | 27% | 13% | 3% | ?
CCCN(c1ccc(C(C)C)cc1)S(=O)(=O)c1ccc2c(c1)oc(=O)n2CC(=O)OCC | / | 31% | / | -8% | 21% | / | 6% | / | ?
CCn1cc(Br)c(C(=O)Nc2ccc(OC)cc2)n1 | i | -9% | -3 | -4%[57.5 µM] | 7% | 0% | 11% | -15% | 8%
Cc1nc2c(C)cccn2c1/C(O)=C1\C(=O)C(=O)N(CCN(C)C)C1c1ccncc1 (configuration not stated) | i | -4% | -13 | i | -15% | 0% | -27% | -1% | 0%
CNC(=S)NN=C(C)c1ccc(OC)cc1O | i | / | 0 | ? | 20% | 3% | -65%[inhibitor] | -5% | -81%
CC(=O)N1c2ccc(S(=O)(=O)N(C)CC(=O)NCc3ccc(C)cc3)cc2CC1C (configuration not stated) | i | 13% | -12 | i | 3% | 10% | 0% | -5% | 30%[activator]
O=C(CCN1C(=O)C2C3C=CC(C3)C2C1=O)NCc1cccnc1 (configuration not stated) | i | -11% | -24 | i | -3% | -7% | 2% | 0% | -1%
COc1cc2c(cc1OC)CN(CC(=O)Nc1ccc(C)cc1)CC2 | i | 15% | ? | i | 23% | 13% | -18% | -7% | 0%
Cc1ccc(S(=O)(=O)N2c3ccc(S(N)(=O)=O)cc3CC2C)cc1 (configuration not stated) | i | 9% | -11 | -2% | 5% | 11% | -21%[0.397 µM] | -1% | 1%
CCC(C(=O)NC1CCCC1)N(Cc1ccco1)C(=O)CNS(=O)(=O)c1ccccc1 (configuration not stated) | i | -7% | -1 | -14% | 5% | 9% | -14% | -6% | -20%
CCOc1ccc(CCNC(=O)COC(=O)c2oc3ccccc3c2COC)cc1OCC | i | 23% | 14 | i | -4% | 12% | ? | -4% | 11%
Nc1ccc(CN2CCCCCC2)cc1 | i | 37% | ? | 0% | 4% | 13% | 3% | -7% | 1%
O=C(N/N=C/C=C/c1ccccc1[N+](=O)[O-])c1cccs1 | i | / | ? | i | 0% | -12% | 1% | 1% | 1%
C[C@@H]1C[C@H]2[C@@H]3C[C@H](F)C4=CC(=O)C=C[C@]4(C)[C@@]3(F)[C@@H](O)C[C@]2(C)[C@@]1(O)C(=O)CO | i | -12% | 16 | i | -4% | 1% | 7% | 3% | -48%
Cc1nnc(SC(C)C(=O)N(C)C2CCCCC2)n1N (configuration not stated) | i | -10% | 8 | 23% | 3% | -8% | 13% | -5% | 17%
CCN1CCN(Cc2nc3ccc([N+](=O)[O-])cc3c(=O)n2-c2ccc(OC)cc2OC)CC1 | i | -11% | 3 | -3% | -12% | 9% | -2% | 1% | 9%
C#CCOCCOCCOCCNc1nc(N2CCN(C(=O)CCCCCCCCCCNC(=O)Cn3cc(CCCCCN)nn3)CC2)nc(N2CCN(C(=O)CCCCCCCCCCNC(=O)[C@@H](CCSC)n3cc(CCO)nn3)CC2)n1 | i | ? | 0 | -13% | 2% | 4% | -2% | -26% | -15%
CCN(CC)C(=O)NC1CC(=O)N(c2ccc(OC)cc2)C1 (configuration not stated) | i | 6% | 3 | i | 12% | -7% | 9% | -5% | 7%
CC1(C)N([O-])c2cc([N+](=O)[O-])ccc2[N+]1=O | i | 36% | -22 | 0% | -6% | -5% | 1% | -3% | 4%
OC[C@H]1O[C@@H](c2nc(-c3ccc(CN4CCOCC4)cc3)no2)[C@H](O)[C@@H](O)[C@H]1O | i | -7% | -6 | -17% | 8% | -7% | 8% | 1% | 0%
Cc1cccc(C(=O)N2CCCC(Nc3ccc(C)c(C)c3)C2)n1 (configuration not stated) | i | 4% | 8 | i | 3% | 19% | -4% | 0% | -11%
COc1cccc(C(c2nnnn2Cc2ccccc2)N2CCN(C(=O)c3ccco3)CC2)c1OC (configuration not stated) | i | 25% | 0 | -9%[57.5 µM] | 2% | -1% | 2% | 5% | ?

Part of the list above in order of molar mass, ascending:
SMILES | pAkt inh | FUS suppressor | DRD3 antagonist | PTHR1 agonist | Abeta yeast res | GLP1R ag | TDP-43 yeast inh | aSyn yeast inh | GLP1R inv ag
CC1(C)N([O-])c2cc([N+](=O)[O-])ccc2[N+]1=O | i | 36% | -22 | 0% | -6% | -5% | 1% | -3% | 4%
CNC(=S)NN=C(C)c1ccc(OC)cc1O | i | / | 0 | ? | 20% | 3% | -65%[inhibitor] | -5% | -81%
COc1ccccc1CC(=O)N1CCCc2ccccc21 | / | -8% | -15 | i | 28% | 27% | 13% | 3% | ?
Cc1nnc(SC(C)C(=O)N(C)C2CCCCC2)n1N (configuration not stated) | i | -10% | 8 | 23% | 3% | -8% | 13% | -5% | 17%
CCN(CC)C(=O)NC1CC(=O)N(c2ccc(OC)cc2)C1 (configuration not stated) | i | 6% | 3 | i | 12% | -7% | 9% | -5% | 7%
Cc1nc2c(C)cccn2c1/C(O)=C1\C(=O)C(=O)N(CCN(C)C)C1c1ccncc1 (configuration not stated) | i | -4% | -13 | i | -15% | 0% | -27% | -1% | 0%

Only part of the results is shown, so the mix of outcomes need not match the whole.
